Compound activity: PubChem BioAssay, several laboratories
PKA-R1A activ – activates the PKA-R1A holoenzyme complex; P00514+P68181; 340,000 tested, 0.083% active; PKA-R1A dissociation, Cy5-IP20 fluorescence polarization; scaled: DMSO 0%, 113 µM cGMP 100%; activation, % at 11.4 µM;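 active means percent activation above the mean of all tested compounds plus 3 SD, cut at about 19% in these data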;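 further: higher means more PKAc released from R1A so a rise in polarization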
DAGLB inh – blocks human DAGLB lipase activity; Q8NCG7; HEK293T DAGLB membrane lysate, EnzChek fluorogenic substrate; inhibition, % at 5.17 µM; 340,000 tested, 0.059% active; AID 504411; in the data active means inhibition above about 34%;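 further: 0% = enzyme with vehicle and 100% = wells lacking enzyme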
Target sequence (Q8NCG7 whole entry, looked up): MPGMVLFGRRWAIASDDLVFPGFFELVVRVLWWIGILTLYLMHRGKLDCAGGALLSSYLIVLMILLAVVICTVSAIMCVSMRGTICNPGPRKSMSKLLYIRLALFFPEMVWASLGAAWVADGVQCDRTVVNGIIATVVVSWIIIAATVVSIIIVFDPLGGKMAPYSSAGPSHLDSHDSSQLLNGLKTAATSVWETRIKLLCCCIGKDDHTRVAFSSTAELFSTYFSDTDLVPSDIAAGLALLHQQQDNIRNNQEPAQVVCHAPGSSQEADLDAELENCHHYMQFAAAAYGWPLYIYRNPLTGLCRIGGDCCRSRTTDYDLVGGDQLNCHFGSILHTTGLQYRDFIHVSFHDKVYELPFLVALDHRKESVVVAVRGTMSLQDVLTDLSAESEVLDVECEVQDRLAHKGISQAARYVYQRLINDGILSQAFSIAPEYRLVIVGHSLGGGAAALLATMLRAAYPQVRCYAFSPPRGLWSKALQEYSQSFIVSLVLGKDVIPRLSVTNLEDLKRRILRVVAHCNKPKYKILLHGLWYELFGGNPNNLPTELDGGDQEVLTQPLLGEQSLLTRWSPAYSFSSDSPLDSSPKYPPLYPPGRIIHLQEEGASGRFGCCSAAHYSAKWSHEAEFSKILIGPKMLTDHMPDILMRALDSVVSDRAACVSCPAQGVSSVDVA
AddAB inh – less growth of phage-infected E. coli with AddAB. E. coli expressing H. pylori AddAB, absorbance growth. 330,000 tested, 0.29% active. inhibition, % at 11.9 µM; in the data active means inhibition above about 12%;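 further: 0% = vehicle wells of infected cells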
Tat export inh – blocks Tat-dependent protein export in E. coli; 340,000 tested, 0.036% active; inhibition, % at 10 µM; E. coli MC4100 TorA-mCherry Tat export, fluorescence;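 active means mean replicate inhibition at least 50% and at least half of replicates individually reaching 50%; inconclusive means only one of the two criteria met; inactive means neither criterion met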;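 further: exported cargo escapes ClpAP degradation while cytoplasmic cargo is degraded and loses fluorescence; 0% = median of neutral control wells and 100% = median of NaSCN control wells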
Ecoli viability – bacterial growth inhibition, counter-screen for AddAB inhibitors; AID 449728; inhibition, % at 11.9 µM; E. coli V3065 growth, OD600 absorbance, 18 h; 330,000 tested, 0.27% active;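 active means inhibition above the campaign's mean inhibition across all tested compounds plus 3 SD, cut at about 9.9% in these data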;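 further: uninfected addAB+ strain grown without phage in ampicillin broth; 0% = DMSO wells and 100% = ciprofloxacin 0.95 µg/ml wells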
HTR5A ag – counter-screen for OPRM1-OPRD1 agonists: human HTR5A agonism; P47898; HTR5A agonist assay, luminescence, cell-based; activation, % at 9.3 µM; 340,000 tested, 0.61% active; AID 504692; in the data active means activation mostly above about 9.5%, no sharp cut-off; inactive means mostly below about 7.6%;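 further: 0% = cells with vehicle only and 100% = reference agonist; strong numbers were not always called active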
Mot1-301 SUMO – blocks SUMOylation pathway, rescuing yeast Mot1-301 growth; S. cerevisiae Mot1-301 growth rescue, ATP luminescence, 38.5C; percent above DMSO median, 100 means doubled; growth rescue, % at 18.8 µM; 320,000 tested, 1% active;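 active means every valid replicate shows activation above 250% relative to neutral control wells; inactive means the rest, any valid replicate at or below 250%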;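 further: OY570 slx delta 5 strain wells were the positive control but not used for scaling; some compounds called inactive have numbers as strong as hits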
PKA-R2B activ – activates the human PKA-R2B holoenzyme complex; P22694+P31323; PKA-R2B holoenzyme dissociation, Cy5-IP20 fluorescence polarization; R2B truncated from residue 108, S112A mutant; 0% DMSO only, 100% 113 µM cGMP; activation, % at 11.4 µM; 340,000 tested, 0.079% active;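 active means activation above a cutoff set at the mean over all compounds plus 3 SD, cut at about 18% in these data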;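 further: higher means more holoenzyme dissociation and a rise in polarization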
Target sequence (P31323 whole entry, looked up, other chains not shown, the tested form may be a part): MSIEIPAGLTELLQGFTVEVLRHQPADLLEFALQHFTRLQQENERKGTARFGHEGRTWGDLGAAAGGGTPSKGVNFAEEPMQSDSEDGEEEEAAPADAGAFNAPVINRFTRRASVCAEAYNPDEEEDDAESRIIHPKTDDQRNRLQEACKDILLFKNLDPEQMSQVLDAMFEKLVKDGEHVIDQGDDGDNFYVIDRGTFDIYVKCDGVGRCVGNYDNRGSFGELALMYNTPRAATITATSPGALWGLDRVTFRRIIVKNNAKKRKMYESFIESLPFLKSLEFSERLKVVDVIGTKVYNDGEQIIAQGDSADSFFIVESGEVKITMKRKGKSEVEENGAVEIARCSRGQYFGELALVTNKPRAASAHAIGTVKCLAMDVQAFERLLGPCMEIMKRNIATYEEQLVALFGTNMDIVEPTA
phage Ecoli inh – E. coli growth loss with phage present. growth absorbance. inhibition, % at 11.9 µM. 360,000 tested, 0.26% active; in the data active means inhibition above about 11%
CDK5 p35 inh – inhibitors of human CDK5/p35 kinase. Recombinant CDK5/p35, ADP-Glo luminescence, 60 min. inhibition, % at 10 µM. 330,000 tested, 0.01% active. AID 488839;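 active means highest replicate inhibition of at least 50% and at least 75% of replicates reaching 50%; inconclusive means only one of the two criteria met; inactive means both criteria failed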;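 further: plate controls were DMSO neutral control for no effect and GW8510 at 10 µM for full effect; many of its hits are not listed in these tables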
HTR5A inv ag – counter-screen for OPRM1-OPRD1 inverse agonists: human HTR5A inverse agonism; P47898; HTR5A cell line, luminescence; inhibition, % at 9.3 µM; 340,000 tested, 0.083% active; AID 504634; in the data active means inhibition mostly above about 23%, no sharp cut-off; inactive means mostly below about 18%;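 further: 0% = cells with DMSO and 100% = no-cell wells with DMSO; some compounds called inactive have numbers as strong as hits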
The depositor's hits bear a star; ? = inconclusive; / = not tested or not shown.

| SMILES | CDK5 p35 inh | Mot1-301 SUMO | Ecoli viability | Tat export inh | HTR5A inv ag | AddAB inh | phage Ecoli inh | PKA-R2B activ | PKA-R1A activ | DAGLB inh | HTR5A ag |
| --- | --- | --- | --- | --- | --- | --- | --- | --- | --- | --- | --- |
| COc1ccc(OC)c(S(=O)(=O)NCC(c2cccs2)N2CCc3ccccc3C2)c1 (stereo not given) | -1.2 | -12 | 0.0 | 28 | 14 | 1.7 | 3.4 | -14 | -9 | 0 | -2 |
| O=C(c1sc2cc(F)ccc2c1Cl)N1CCN(c2cccc(Cl)c2)CC1 | -0.2 | -3 | 2.2 | 3 | -22 | 2.4 | 4.1 | -8 | -9 | -7 | -1 |
| CCOC(=O)c1cccc(NC(=O)C2CCCN(c3nnc(N4CCCC4=O)s3)C2)c1 (stereo not given) | 1.1 | -13 | 1.7 | -6 | -24 | -0.2 | 2.1 | -2 | -9 | 2 | 8 |
| COc1cc(C(=O)NCC(c2ccccc2)N(C)C)ccc1OCc1c(C)noc1C (stereo not given) | 0.5 | -5 | -1.9 | -8 | -13 | -0.9 | -0.5 | -11 | -5 | -2 | -4 |
| O=C(Nc1nnc(C(F)(F)F)s1)c1cccnc1 | 1.6 | -1 | 2.0 | -2 | 1 | 2.2 | 3.4 | -13 | -7 | 2 | 3 |
| O=C(CCc1nc2ccccc2s1)OCC(=O)c1ccccc1 | 1.9 | -13 | -2.5 | -6 | 7 | -1.0 | 3.9 | -4 | -13 | -2 | -2 |
| Cc1ccccc1C(=O)NCC(=O)N1CCN(c2ccccn2)CC1 | 0.4 | 37 | -2.2 | 3 | -5 | -3.5 | 2.9 | -10 | 0 | -1 | 1 |
| O=C(NCC(c1ccco1)N1CCc2ccccc2C1)C(=O)Nc1ccccc1 (stereo not given) | -0.2 | -11 | 2.3 | -12 | 14 | 1.8 | 3.7 | 2 | -3 | -3 | 0 |
| O=C(NCCc1nc2ccccc2[nH]1)/C(=C/c1ccco1)NC(=O)c1ccc(Br)o1 | -1.8 | -13 | -3.2 | -8 | -8 | -1.6 | 5.0 | 3 | -9 | 1 | 2 |
| O=C(CCC1CCCN(Cc2cccc3c2OCO3)C1)NCc1ccc(F)c(F)c1 (stereo not given) | -1.4 | 2 | 0.7 | 2 | -14 | 0.2 | 2.9 | 3 | 2 | 0 | 5 |
| COc1ccc(CN2CCN(Cc3ccco3)CC2)cc1OC | 1.6 | -11 | -1.6 | -3 | -5 | -0.3 | 0.4 | -10 | -7 | 3 | 1 |
| O=C(CCCN1C(=O)c2ccccc2C1=O)NCCCn1ccnc1 | -0.5 | 12 | -0.2 | 1 | -16 | 0.6 | -0.1 | -3 | 8 | 3 | 6 |
| CCN(CC)C1CCN(Cc2cn[nH]c2-c2ccc(OC)c(F)c2)C1 (stereo not given) | 0.9 | -3 | 0.6 | -2 | / | 0.8 | 1.7 | / | / | / | / |
| CC1(C)Cc2c(sc(NC(=O)COc3ccc(Cl)cc3)c2C#N)C(C)(C)N1 | -1.2 | 7 | 0.4 | 1 | -5 | 3.8 | / | 1 | -1 | 1 | 2 |
| CC(=O)NCCN=C(C)c1sc2ccccc2c1O | 0.6 | -9 | -3.8 | 8 | 6 | 1.8 | 1.4 | 0 | 8 | 0 | 3 |
| COc1cccc(N2CC(C(=O)Nc3nnc(SCC(=O)Nc4ccc(NC(C)=O)cc4)s3)CC2=O)c1 (stereo not given) | -0.6 | 17 | -0.2 | 1 | 4 | -3.0 | 0.9 | -4 | 2 | 2 | 4 |
| N#Cc1ccc(-c2ccc3c(c2)OCO3)nc1SCC(=O)OCc1ccccc1 | 0.5 | / | -1.8 | 4 | 1 | 3.6 | 2.1 | 2 | 5 | -10 | 0 |
| CCOC(=O)C1CCN(Cc2ccc(C(=O)OC)cc2)CC1 | 1.6 | 82 | -1.3 | 7 | -16 | -0.2 | / | -8 | -3 | -5 | -2 |
| COc1ccc(-c2c(C)n([O-])c(C)c(C)[n+]2=O)cc1OC | 2.0 | -6 | 0.4 | 4 | 27 | 1.2 | -1.3 | -8 | -11 | -1 | 0 |
| COc1ccc(C(=O)N/C(=C\c2cc(OC)c(OC)cc2[N+](=O)[O-])C(=O)NCC(=O)O)cc1 | -0.7 | 11 | 3.4 | 2 | -39 | 1.3 | 3.5 | -4 | -4 | -4 | 7 |
| COC(=O)c1[nH]cnc1C(=O)c1ccccc1 | 2.2 | 25 | 0.7 | -8 | 7 | 0.6 | 0.5 | 0 | -15 | 0 | -2 |
| CN(CCO)C1=CC(=O)CC(C)(C)C1 | 1.1 | 1 | -0.4 | 0 | 15 | 0.8 | -0.9 | 14 | -8 | -1 | 0 |
| CC(C)(C)c1ccc(OCC(=O)NCCN2CCCC2)cc1 | -3.1 | -22 | -2.8 | -6 | 5 | 1.2 | 0.5 | -5 | 5 | -3 | -5 |
| Cc1ccc(-c2ccccc2NC(=O)CCl)o1 | 0.4 | -5 | 0.0 | -9 | -19 | 3.3 | 2.2 | -12 | -18 | -5 | 8 |
| CCn1c(C)c(C(=O)c2ccccc2)c(C#N)c1C(=O)O | 0.4 | -3 | 0.5 | -1 | 1 | 2.7 | -0.5 | 10 | -1 | -2 | 0 |
| COc1ccc(C(=O)NCCc2ccc(C)cc2)cc1OC1CCN(C(C)=O)CC1 | 0.9 | -4 | 1.9 | 1 | -29 | -0.6 | -0.9 | -4 | -1 | 1 | -2 |
| O=S(=O)(NCCN1CCOCC1)c1ccc(-c2ccc(S(=O)(=O)NCCN3CCOCC3)cc2)cc1 | -0.1 | -4 | 1.7 | -5 | 13 | 0.3 | -0.4 | -3 | 5 | -2 | -4 |
| CC1CCCC(NC(=O)C2N(CCCN3CCCC3)C(=O)C3C(C(=O)Nc4ccc(Cl)cc4)C4C=CC32O4)C1C (stereo not given) | -1.3 | 23 | -1.1 | 1 | 0 | -1.0 | -0.5 | 0 | 7 | 1 | 0 |
| COc1ccc(NC(=O)Nc2ccc3c(c2)C(=O)N([C@@H](C)CO)C[C@@H](C)[C@@H](CN(C)S(=O)(=O)c2cn(C)cn2)O3)cc1 | 5.1 | / | -1.4 | -6 | 2 | 3.0 | 0.9 | -6 | -5 | 1 | -1 |
| CC1=CC(=O)N(c2ccn(C)n2)C1=O | -1.0 | 7 | 0.8 | -18 | -21 | -1.2 | 3.3 | -3 | -4 | -1 | 5 |
| CCOC(=O)C(=O)NNc1cccc(C)c1C | -2.0 | 7 | 3.5 | -3 | 1 | 4.3 | 2.0 | -5 | -7 | 1 | 0 |
| C#CCOc1c(Br)cc(/C=N/O)cc1OCC | -0.1 | 21 | -0.9 | 1 | 9 | 1.7 | 1.6 | -2 | -6 | -5 | -4 |
| O=C(O)c1ccc(NCc2ccncc2)cc1 | 0.3 | 9 | 0.7 | -5 | 11 | 2.6 | 3.3 | -2 | -4 | 0 | -3 |
| Cc1ccn2c(=O)c(C(=O)O)cnc2c1 | 0.7 | -9 | 5.5 | 3 | -13 | 1.0 | 1.0 | -7 | -1 | -2 | 4 |
| Cc1cccc(NC2=NCC(=O)N2Cc2cccs2)c1 | -2.2 | -4 | -3.5 | -2 | 11 | -1.6 | 1.7 | 6 | -5 | -1 | 0 |
| CC(/C=N/NC(=O)c1cccs1)=C\c1ccco1 | 1.6 | 274 | -2.6 | -5 | 14 | 0.8 | 4.1 | 6 | 1 | -1 | -5 |
| CCOC(=O)C1CCN(C(=O)Nc2ccc(NC(=O)C3CCN(C(=O)OCC)CC3)cc2)CC1 | 1.2 | -14 | 1.6 | -5 | 10 | 3.4 | -0.9 | 2 | -4 | 1 | -3 |
| CN(c1ccccc1)S(=O)(=O)c1cccc(NC(=O)CN2C(=O)NC3(CCCC3)C2=O)c1 | -0.1 | / | / | ? | 7 | / | 1.5 | -1 | 0 | 0 | 4 |
| CC(C)(C)c1nc(SCC(=O)Nc2nc3c(s2)CCCC3)c2ccccc2n1 | 0.6 | 11 | -1.4 | -5 | -27 | 1.8 | 3.0 | -8 | 1 | -4 | 3 |
| O=C(Nc1ccn(C2CC(OC(=O)c3ccccc3)C(CO)O2)c(=O)n1)c1ccccc1 (stereo not given) | -0.6 | -5 | 1.9 | -1 | -19 | -1.4 | -0.1 | -1 | 1 | -2 | 5 |
| CCCOC(=O)c1ccc(NC(=O)CSC2=Nc3ccccc3C3CC=NN23)cc1 (stereo not given) | 0.5 | 0 | -2.5 | 1 | -4 | -1.7 | 1.9 | -2 | -9 | -5 | 1 |
| O=[N+]([O-])c1ccc(/C=N/n2c(C3CCCCC3)n[nH]c2=S)cc1 | -0.5 | -4 | -1.7 | -1 | -16 | 5.0 | 4.2 | -2 | 2 | 3 | 6 |
| CC(NC(=O)c1ccc(CS(=O)(=O)c2cccc(C(F)(F)F)c2)o1)c1ccc2c(c1)OCCO2 (stereo not given) | 0.6 | 2 | 0.5 | -1 | -19 | 1.1 | 1.5 | -7 | 4 | -3 | -2 |
| N#CC1=C(N)N(c2ccccc2C#N)C2=C(C(=O)CCC2)C1c1ccsc1 (stereo not given) | 1.1 | -20 | 0.7 | -3 | -2 | 2.2 | 0.9 | -1 | -2 | 1 | 6 |
| O=C(COC(=O)CNC(=O)c1ccccc1)Nc1nnc(-c2ccccc2)o1 | 0.3 | 5 | -1.1 | -10 | 5 | -1.3 | -2.4 | -5 | 4 | 5 | -2 |
| Cc1ccc(C)c(S(=O)(=O)N2CCN(C(=O)CSC(=S)N3CCCC3)CC2)c1 | -1.4 | 6 | 0.2 | 2 | 0 | 3.3 | -5.9 | -16 | -9 | 0 | 0 |
| Cc1ccc(NC(=O)C2CCN(S(=O)(=O)c3ccc4c(c3)NC(=O)C(C)S4)CC2)c(Cl)c1 (stereo not given) | -0.8 | -1 | 0.9 | 6 | 2 | -0.5 | 1.6 | -4 | 1 | -2 | -1 |
| CCOc1ccc(S(=O)(=O)N2CCOCC2)c2ccccc12 | 0.2 | 1 | 0.8 | -1 | 10 | 0.7 | 1.0 | -2 | -2 | -3 | -3 |
| CCn1cc(CN2CCN(Cc3cccc(OC)c3)C(CCO)C2)c(C)n1 (stereo not given) | -1.0 | 21 | 1.6 | 0 | -3 | -0.5 | 4.5 | -7 | 8 | 0 | -2 |
| COc1ccc(NC(=O)C2=CCN(S(=O)(=O)c3ccccc3)CC2)cc1OC | 0.4 | 1 | -2.3 | -12 | -12 | -0.8 | 1.1 | -3 | 2 | -1 | 4 |
| COc1ccc(C2CC(c3ccccc3)n3nc(NC(=O)c4cccs4)nc3N2)cc1 (stereo not given) | 0.0 | -9 | 1.5 | -5 | 6 | 1.7 | 3.6 | -8 | -5 | 4 | 5 |
| O=C(Cn1cnc2c(nnn2-c2ccc(F)cc2)c1=O)N1CCCC1 | 0.8 | -2 | -1.0 | -10 | -18 | -0.1 | 2.1 | 3 | -11 | -2 | -2 |
| CC(Sc1nnc(N)s1)C(=O)NCc1ccc2c(c1)OCO2 (stereo not given) | 0.2 | 16 | -0.2 | 5 | -11 | 2.6 | 1.6 | -10 | -15 | 0 | 4 |
